Screens: PubChem BioAssay, Sanford-Burnham Center for Chemical Genomics
tim10-1 inh = growth inhibitors of tim10-1 mutant yeast | inhibition, % at 20 µM | hit rate 2.2% among 330,000 | S. cerevisiae tim10-1 ts strain growth, BacTiter-Glo, 24 h;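 active = inhibition of at least 40%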;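 note: mutant grown at 25 °C; 0% = DMSO wells with yeast and 100% = wells holding no yeast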
mIAP block = blocks mouse intestinal alkaline phosphatase. purified mouse IAP, CDP-Star luminescence, 30 min. inhibition, % at 10 µM. AID 2806. hit rate 0.2% among 330,000;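 active = inhibition of at least 40% at 10 µM in the primary screen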;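 note: plate controls were DMSO with enzyme for no effect and no enzyme wells for full effect; values of inactives mirror those of a sister screen read the other way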
APOBEC3A inh = human APOBEC3A DNA deaminase inhibition; recombinant A3A, FAM/TAMRA ssDNA deamination fluorescence; hit rate 0.41% among 330,000; inhibition, % at 20 µM; P31941;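 active = at least 40% inhibition at 20 µM here, with at most 30% in a related deaminase screen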;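 note: plate controls were A3A with DMSO for no effect and wells lacking A3A enzyme for full effect; some results filed as inactive read as strong as hits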
Target sequence (P31941 whole entry, looked up): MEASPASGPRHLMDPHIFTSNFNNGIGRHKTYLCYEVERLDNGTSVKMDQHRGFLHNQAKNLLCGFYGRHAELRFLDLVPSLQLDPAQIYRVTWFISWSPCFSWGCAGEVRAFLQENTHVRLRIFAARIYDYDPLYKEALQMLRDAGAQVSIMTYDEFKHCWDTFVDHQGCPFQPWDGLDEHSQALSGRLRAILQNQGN
APOBEC3G inh = APOBEC3G (human) deaminase inhibition | recombinant A3G, ssDNA deamination FAM/TAMRA fluorescence | inhibition, % at 20 µM | hit rate 0.28% among 330,000 | AID 493012;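 active = inhibition of at least 40% at 20 µM, with no more than 30% in the related APOBEC3A deaminase screen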;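 note: plate controls were DMSO wells with A3G for no effect and wells lacking A3G enzyme for full effect; some compounds called inactive have numbers as strong as hits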
MIN6 prolif = induces beta-cell replication in MIN6 cells | MIN6 cells proliferation, ATPlite luminescence, 48 h; cells starved in 0.2% serum; 100% = growth in 10% serum | proliferation, % at 10 µM | hit rate 0.29% among 330,000;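 active = compounds whose signal lies at least 3.5 SD above the mean of all wells on their plate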;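 note: 0% = DMSO-treated cells in low-serum medium and 100% = 10% serum control; some compounds called inactive have numbers as strong as hits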
hIAP inh = blocks human intestinal alkaline phosphatase; purified IAP, CDP-Star luminescence, 30 min; inhibition, % at 10 µM; hit rate 0.12% among 330,000; AID 2544;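 active = inhibition reaching a set limit with compound at 10 µM in the primary screen, cut at about 35% in these data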;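 note: plate controls were DMSO wells with enzyme for no effect and no-enzyme buffer wells for full effect; values of inactives mirror those of a sister screen read the other way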
Target sequence (P09923 whole entry, looked up): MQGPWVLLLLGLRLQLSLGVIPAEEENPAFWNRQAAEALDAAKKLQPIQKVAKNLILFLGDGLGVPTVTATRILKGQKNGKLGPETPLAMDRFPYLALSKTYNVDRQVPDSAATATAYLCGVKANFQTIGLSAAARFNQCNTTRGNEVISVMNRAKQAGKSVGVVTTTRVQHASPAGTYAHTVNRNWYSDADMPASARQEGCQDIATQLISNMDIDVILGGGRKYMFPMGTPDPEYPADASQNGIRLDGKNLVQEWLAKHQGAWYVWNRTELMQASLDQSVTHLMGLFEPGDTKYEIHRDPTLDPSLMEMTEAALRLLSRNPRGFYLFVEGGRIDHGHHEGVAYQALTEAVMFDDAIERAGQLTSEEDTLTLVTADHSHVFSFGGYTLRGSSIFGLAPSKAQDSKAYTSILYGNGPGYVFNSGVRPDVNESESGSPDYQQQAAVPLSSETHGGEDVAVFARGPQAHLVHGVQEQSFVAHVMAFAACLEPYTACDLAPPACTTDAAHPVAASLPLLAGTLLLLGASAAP
mIAP activ = increases mouse intestinal alkaline phosphatase activity. AID 2805. activation factor at 10 µM. muIAP, CDP-Star luminescence, 30 min; active compounds read high; 1 = vehicle-only enzyme signal, 0 = enzyme-free wells. hit rate 0.24% among 330,000;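 active = activation factor of at least 2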; note: the source names both 10 and 20 µM as test concentration; values of inactives mirror those of a sister screen read the other way
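Assay system: mouse IAP enzyme / Compound: DMSO-dissolved test compounds / Timing: 30 min, room temperature / Measured by: luminescence from enzymatic CDP-Star hydrolysis / Control set: DMSO-only wells, enzyme-free buffer wells as negative control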
NLRP3 yeast inh = blocks the NALP3 inflammasome reconstituted in yeast. Yeast reconstituted NLRP3/ASC/caspase-1, beta-gal luminescence, 24 h. inhibition, % at 10 µM. hit rate 0.39% among 330,000. AID 2825;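 active = inhibition of 50% or more; inactive = inhibition below 50%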;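 note: plate controls were induced DMSO wells for no effect and uninduced yeast grown without galactose for full effect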
TIM10 inh = TIM10 yeast growth inhibition; inhibition, % at 10 µM; S. cerevisiae TIM10 strain growth, BacTiter-Glo luminescence, 24 h; AID 463195; hit rate 1.4% among 330,000;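 active = inhibition of 40% or more at the single tested concentration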;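 note: wild-type TIM10 isogenic control strain grown at permissive 25 °C; 0% = DMSO yeast wells and 100% = minimal medium wells without yeast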
* = called active by the depositor.

SMILES	APOBEC3G inh	mIAP block	APOBEC3A inh	NLRP3 yeast inh	hIAP inh	MIN6 prolif	TIM10 inh	tim10-1 inh	mIAP activ
Cc1cc(C)cc(OCC(=O)N2Cc3ccccc3CC2C(=O)O)c1 (stereo not drawn)	-1	7	5	2	14	-2	1	13	0.93
Cn1c(=O)oc2cc(S(=O)(=O)CCC(=O)N3CCN(c4ccccc4F)CC3)ccc21	-5	-13	-2	7	-33	-2	2	4	1.1
O=c1c(Cl)c(NCc2ccccc2)cnn1C12CC3CC(CC(C3)C1)C2	4	-6	-1	37	15	0	25	30	1.1
N#Cc1nnn(Cc2ccccc2)c1N	2	1	5	6	-4	-3	0	10	0.99
CCOc1ccc(OCC)c(NC(=O)CN2CCN(c3ccc(C)cc3C)CC2)c1	-2	-6	-2	5	-16	0	27	21	1.1
COc1ccccc1NC(=O)COC(=O)c1ccc(S(=O)(=O)NCc2ccco2)cc1	-4	2	3	9	14	-2	16	15	0.98
COc1cc(-c2n[nH]c(=S)n2/N=C/c2cccn2C)cc(OC)c1OC	35	13	-4	22	-6	-3	15	9	0.87
COc1ccc(-n2nc(C(=O)NCC(=O)Nc3cccc(C)n3)c3ccccc3c2=O)cc1	-4	15	-5	8	15	1	4	10	0.85
CCc1ccc(N2CN(CCc3ccccc3)CNC2=S)cc1	-3	3	-3	24	-28	-4	12	20	0.97
CC(C)N(Cc1nccn1C)C(=O)CC1C(=O)NCCN1Cc1ccccc1C(F)(F)F (stereo not drawn)	-4	-6	2	-4	3	-2	13	21	1.1
O=C(c1ccc(OC2CCN(C/C=C/c3ccccc3)CC2)cc1)N1CCCC1	-6	2	-5	15	4	-5	8	16	0.98
Cc1csc(CN(C)C(=O)CC2C(=O)NCCN2Cc2ccc(F)cc2Cl)n1 (stereo not drawn)	-7	9	-5	6	-23	4	-5	4	0.91
O=C(c1ccc(Cl)cc1)[C@@H]1[C@@H]2C(=O)N(c3ccccc3)C(=O)[C@@H]2C2c3ccccc3C=NN21 (stereo partly drawn)	-4	-1	-1	-7	-4	-1	15	40*	1
Cc1cccc(NC(=S)NC2CCCC2)c1C	-3	-4	-4	-7	21	-3	-11	3	1
Cc1cccc(NS(=O)(=O)c2ccc3[nH]c(=O)cc(C(=O)O)c3c2)c1	-1	3	16	-2	4	0	-1	-15	0.97
Cc1onc(-c2ccccc2)c1C(=O)Nc1ccc(Br)cc1Cl	-4	-5	-5	14	-21	2	3	22	1.1
Cc1cc(C)nc(SC2CCCCC2NS(=O)(=O)c2ccccc2)n1 (stereo not drawn)	-5	-5	0	3	-3	0	23	20	1.1
C=CCn1c(-c2ccccc2)nc(=S)c2c1CC(C)(C)OC2	3	5	0	0	1	2	3	5	0.95
O=C(CCNS(=O)(=O)c1ccc(Br)cc1)NCC1CCCO1 (stereo not drawn)	-4	1	-3	10	5	-2	-3	1	0.99
O=[N+]([O-])c1cnccc1Nc1ccccc1	-6	8	-5	7	7	1	-17	-1	0.92
CCC(=O)Nc1nnc(SCc2cccc(F)c2)s1	-6	-2	-3	39	6	5	21	31	1
Cc1[nH]n(-c2ccccc2)c(=O)c1C=NC1CCCCC1	0	2	0	-11	1	1	5	16	0.98
O=C(NNC(=O)c1cccnc1Cl)c1ccc(F)cc1	-4	2	-1	-3	-2	-2	1	8	0.98
CC(C)c1ccc(S(=O)(=O)c2nnn3c2nc(NCC2CCCO2)c2ccccc23)cc1 (stereo not drawn)	-10	10	-5	9	2	-4	-15	14	0.9
COc1cccc(/C(O)=C2/C(=O)C(=O)N(c3ccccn3)C2c2ccc(OC)c(OC)c2)c1 (stereo not drawn)	-6	8	-4	6	6	-1	-21	0	0.92
CC1(C)CC(=O)C=C(NCCN2CCN(C(=O)Nc3ccc(Cl)c(Cl)c3)CC2)C1	-5	-50	-4	18	-7	1	0	5	1.5
CCOc1cc(/C=C2\CCC/C(=C\c3cc(Cl)c(O)c(OCC)c3)C2=O)cc(Cl)c1O	-1	44*	0	14	21	-4	5	13	0.56
C=CC[C@H](CC(=O)N(CCO)Cc1ccccc1)C(=O)NCCOC(=O)[C@@H](CC=C)CC(=O)OC(C)(C)C	-5	8	2	26	-18	-3	-6	-13	0.92
Cc1ccc(C)c(S(=O)(=O)N2CCN(C(C)C(=O)Nc3ccccc3-c3ccccc3)CC2)c1 (stereo not drawn)	-9	-2	1	5	12	-4	6	5	1
Cc1c(C(=O)N2CC(C)OC(C)C2)oc2ccccc12 (stereo not drawn)	-1	-2	-2	7	-11	-2	-15	21	1
CC(C)CNS(=O)(=O)c1ccc(CCC(=O)NCc2cccnc2)cc1	-6	1	1	5	3	-3	-11	9	0.99
CCCCC(=O)Nc1ccc(C(=O)OC2CCCCC2)cc1	-6	-20	-4	29	-5	-2	12	29	1.2
CNC(=O)c1cc2cc(OC)ccc2n1CCN(C)C	-7	2	-5	15	-7	-2	-2	0	0.98
O=C(NC1CC2CCC(C1)N2C(=O)NCc1ccccc1)C1CC1 (stereo not drawn)	-8	-8	-6	7	5	-2	-17	-3	1.1
O=c1c(-c2ccccc2)c(O)c2ccccc2n1-c1ccccc1	-9	6	-5	20	7	0	-53	-127	0.94
COc1ccc(C(CNC(=O)c2cc(S(=O)(=O)NCc3ccccc3)ccc2C)N2CCOCC2)cc1 (stereo not drawn)	-7	2	-3	13	-26	-3	-2	-4	0.98
C=CC[C@@H](CC(=O)NCCO)C(=O)N[C@H](C)COC(=O)[C@@H](CC=C)CC(=O)OC(C)(C)C	-7	5	-1	8	15	-2	2	-5	0.95
CCOc1cccc(C(=O)Nc2cccc(C(C)=O)c2)c1	-7	-12	-2	-3	-8	0	-2	3	1.1
COc1ccccc1/C=N/Nc1nc(C)c(C(C)=O)s1	-79	15	-4	24	-19	1	13	17	0.85
Cc1nc(-c2cc(-c3nc(-c4ccc(C(C)(C)C)cc4)no3)no2)cs1	-6	-12	0	10	2	0	-22	-17	1.1
CC(=O)N1CCC(C(=O)Nc2ccc(S(=O)(=O)NCCc3ccccc3)cc2)CC1	-2	-6	-2	5	-22	-1	4	0	1.1
COc1cc(OC)c(/C=N/NC(=O)c2ccc(Cn3nc([N+](=O)[O-])cc3C)cc2)c(OC)c1	0	-5	-1	14	-6	-4	-3	-7	1.1
COc1cc(OC)cc(-c2sc3ccc(OC)cc3c2C#CCO)c1	-3	-5	-4	26	4	-6	10	-5	1.1
Cc1cccc(C)c1NC(=O)CSc1nnc(C)c(=O)[nH]1	-5	10	-3	4	-10	1	7	0	0.9
O=C(Nc1nnc(S(=O)(=O)N2CCCCCC2)s1)c1cccc(Br)c1	4	12	2	31	-11	-4	8	15	0.88
CCCCN(C(=O)C(C)Oc1cccc(Cl)c1)c1c(N)n(CCC)c(=O)[nH]c1=O (stereo not drawn)	-15	6	0	12	-2	3	-3	3	0.94
C=CCNC(=O)CN(c1cccc(Br)c1)S(C)(=O)=O	-11	0	-7	-1	1	-4	0	6	0.99
COc1ccc(C(=O)NCCN2CCOCC2)c(OC)c1	-2	-6	6	8	-7	-1	-13	2	1.1
Cc1ccc(C)c(N2CCN(C(c3ccncc3)c3nnnn3Cc3ccccc3)CC2)c1 (stereo not drawn)	34	-9	-2	18	-16	-2	16	16	1.1
Cc1cccn2c(=O)c3cc(C(N)=S)c(=N)n(CCCN4CCOCC4)c3nc12	16	14	16	12	24	1	-7	-15	0.86

Continued.
SMILES	APOBEC3G inh	mIAP block	APOBEC3A inh	NLRP3 yeast inh	hIAP inh	MIN6 prolif	TIM10 inh	tim10-1 inh	mIAP activ
NC(=O)NC(Cc1ccccc1)C(=O)O (stereo not drawn)	15	-4	1	-1	-5	0	0	-4	1
O=C(CCN1C(=O)C2C3CCC(C3)C2C1=O)Nc1ccccc1Cl (stereo not drawn)	-8	4	-3	11	-11	1	-9	-16	0.96
Cc1cc(C)cc(N(C(=O)c2sc(C)nc2C)C(C(=O)NC(C)(C)C)c2ccncc2)c1 (stereo not drawn)	3	-11	2	16	-9	-1	-1	9	1.1
O=C(Nc1ccccc1F)Nc1ccccc1N1CCCCC1	-1	-68	-4	12	6	-3	20	30	1.7
COc1ccc2cc(/C=C/C(=O)N3CCN(CC(=O)N4CCCCCC4)CC3)ccc2c1	4	-6	-5	12	-4	0	-7	29	1.1
O=C(Nc1ccc2nn(-c3ccc(F)cc3)nc2c1)c1cccnc1	-7	-3	-6	15	2	-3	12	-3	1
C=CC(COCc1ccccc1)N(CC(=O)OC)S(=O)(=O)c1cc(Br)ccc1OC (stereo not drawn)	-2	-3	0	15	8	-1	9	9	1
O=C(O)CN(Cc1ccco1)S(=O)(=O)c1ccccc1	-5	5	2	8	6	-4	-1	-5	0.95
CCOc1ccc(N(CC(=O)NCC2CCCO2)C(=O)CCC(=O)Nc2nccs2)cc1 (stereo not drawn)	-7	-6	-3	-4	-4	0	-7	21	1.1
COC(=O)c1ccc(OCC(=O)Nc2ccsc2C(=O)OC)cc1	-6	-2	0	17	13	-1	-4	-22	1
COc1cccc(N=C2C(=O)N3CCCc4cccc2c43)c1	-8	5	0	-4	7	0	13	19	0.95
Cc1nn(-c2ccccc2)c(C)c1NC(=O)COc1ccc2ccccc2c1	-5	-15	-6	24	-30	-5	18	33	1.1
O=C(O)c1cccc(NCc2ccncc2)c1	-6	5	-2	-19	8	1	4	-16	0.95
O=c1cnnc(SCCc2ccccc2)[nH]1	-1	-12	2	-3	-3	2	1	9	1.1
CC[C@@]1(C(=O)OC)N[C@H](CN(C)C(=O)COc2ccccc2)[C@@H]2C(=O)N(C)C(=O)[C@@H]21	-3	0	-1	12	-1	-1	0	6	0.99
Cc1oc(-c2ccc(Cl)cc2)nc1CS(=O)CC(=O)NC1CCCCCC1 (stereo not drawn)	-1	8	-1	-13	3	3	29	33	0.92
O=C(Nc1cccc(F)c1)C1C2C=CC3(CN(CCCN4CCOCC4)C(=O)C13)O2 (stereo not drawn)	-2	-1	-4	7	3	-2	-8	-8	1
CCOC(=O)N1CCN(c2c(N3CCOCC3)c(=O)c2=O)CC1	-7	-2	-6	13	8	1	2	10	1
FC(F)(F)c1ccncc1-c1nnc(C2CCCCC2)o1	-12	-7	-5	-12	10	2	10	12	1.1
C=CCc1c(C)nc(-c2ccccc2)nc1N/N=C(\C)c1ccccc1	-6	-8	-1	-22	5	-2	29	25	1.1
Cc1csc(=NC(=O)c2ccccc2)n1Cc1ccco1	-4	2	-4	8	-3	-3	23	29	0.98
O=C(CN1CCN(c2ccccc2O)CC1)Nc1cccnc1Cl	-2	2	3	5	9	1	8	-12	0.98
Cc1ccc(S(=O)(=O)NC2=NCN(Cc3ccccc3)CN2)cc1	-3	-6	0	4	-5	-1	-19	6	1.1
O=C(NOCc1ccccc1)c1ccc([N+](=O)[O-])cc1	-9	0	0	24	-22	-2	1	0	1
O=C(Cn1nnc(-c2ccc3c(c2)OCO3)n1)Nc1ccccc1C(=O)O	7	8	36	6	-13	-1	3	-6	0.92
